High-throughput results as filed in PubChem.
FH mod: Identification of activators of human fumarate hydratase by quantitative high-throughput screening | 54,000 compounds, 0.22% hits | AID 1347055, 2019 | FH coupled MDH/diaphorase resazurin fluorescence, 15 min | Potency, µM (doses to about 79.9 µM), without a hit: at the top dose activity change, negative = inhibition, actives largely listed as inhibitors | Fumarate hydratase, mitochondrial (Homo sapiens), P07954; note: potency is the fitted concentration of half-maximal effect; % is set by controls: 0 for no effect and ±100 for the full control effect; the screen sought activators but most active calls are inhibition curves; nearly all actives have a fitted effect of over 45% in size
p53null 39C kill: p53 null cell cytotoxicity, nonpermissive temperature. Potency, µM (series often up to 46.1 µM), without a hit: at the highest dose activity, negative = cell killing, actives largely listed as cytotoxic. AID 904. 55,000 compounds, 0.97% hits. H1299 p53-null (neo) cells, 39C, ATPlite viability, 24 h;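 note: potency is the fitted concentration of half-maximal effect; 0% = DMSO only and -100% = full killing by 100 µM tamoxifen; nearly all actives have a fitted effect of over 50% in size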
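Temperature-shift cytotoxicity format: compound titrations on p53-null or A138V-expressing H1299 cells held 24 hr at 39C, cell ATP then measured, AC50 from Hill model.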
NTMT1 inh: inhibitors of human N-terminal methyltransferase NTMT1; Q9BV86; NTMT1 MTase-Glo SAH luminescence, purified enzyme; Potency, µM (highest dose often 114 µM), for inactives: top-dose activity change, negative = inhibition, most hits filed as inhibitors; 59,000 compounds, 2.5% hits;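 note: potency is the fitted concentration of half-maximal effect; plate controls were DMSO vehicle for no effect and no enzyme for full effect; nearly all actives have a fitted effect of over 65% in size; many of its hits are not listed in these tables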
Target sequence (Q9BV86 whole entry, looked up): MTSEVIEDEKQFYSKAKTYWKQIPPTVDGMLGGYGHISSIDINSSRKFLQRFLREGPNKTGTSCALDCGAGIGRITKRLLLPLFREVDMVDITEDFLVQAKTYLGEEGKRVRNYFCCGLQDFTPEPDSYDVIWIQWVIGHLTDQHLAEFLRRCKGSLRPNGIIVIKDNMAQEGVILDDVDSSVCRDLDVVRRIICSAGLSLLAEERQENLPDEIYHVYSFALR
PTAP-TSG101 blk: TSG101-PTAP interaction inhibition, HIV-1 budding; Fluorescence polarization, FITC-PTAP peptide/Tsg101, 20 min; Potency, µM (doses to about 115 µM), for the others: at the top dose activity change, negative = inhibition, most hits filed as inhibitors; 44,000 tested, under 10 active; AID 1347069; note: potency is the fitted concentration of half-maximal effect; 0% is about no effect
Target sequence (Q99816 whole entry, looked up): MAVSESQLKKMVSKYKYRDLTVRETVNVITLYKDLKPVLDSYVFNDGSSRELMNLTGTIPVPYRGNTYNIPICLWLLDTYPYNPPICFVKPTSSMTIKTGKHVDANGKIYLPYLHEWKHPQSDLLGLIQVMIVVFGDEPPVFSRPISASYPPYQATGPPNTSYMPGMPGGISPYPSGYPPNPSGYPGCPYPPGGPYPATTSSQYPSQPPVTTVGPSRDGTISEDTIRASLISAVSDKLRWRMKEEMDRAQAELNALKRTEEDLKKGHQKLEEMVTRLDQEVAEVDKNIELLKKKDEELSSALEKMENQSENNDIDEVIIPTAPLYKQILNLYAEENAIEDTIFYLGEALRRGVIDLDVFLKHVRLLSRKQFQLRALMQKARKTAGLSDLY
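qHTS FP binding, 20 min r.t.: 10 uM Tsg101 domain + 50 nM FITC-PTAP peptide, pH 7.5 HEPES buffer with TCEP and EDTA.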
B2AR arrestin ag: ADRB2 beta-arrestin recruitment | P07550 | HTLA Tango cells, beta-arrestin recruitment, luciferase luminescence, 18 h | Potency, µM (series often up to 46.1 µM), without a hit: top-dose activation, usual class: activators | 44,000 tested, under 10 active;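 note: potency is the fitted concentration of half-maximal effect; 0% = DMSO and full agonism = EC100 isoproterenol or metaproterenol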
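Ligand-induced beta-arrestin recruitment to recombinant beta2-AR is measured via a tTA-driven luciferase reporter in Tango cells after 18 hr compound exposure at 37 degrees C. Concentrations span up to 46 microM.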
GALK inh: inhibits human galactokinase | Potency, µM (titrated, usually from 57.5 µM), without a hit: at the top dose activity, negative = inhibition, usual class: inhibitors | AID 1347072 | P51570 | recombinant GALK, Kinase-Glo ATP luminescence, 1 h | 44,000 tested, under 10 active;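 note: plate controls were full GALK reaction for no effect and reaction lacking GALK for full effect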
Target sequence (P51570 whole entry, looked up): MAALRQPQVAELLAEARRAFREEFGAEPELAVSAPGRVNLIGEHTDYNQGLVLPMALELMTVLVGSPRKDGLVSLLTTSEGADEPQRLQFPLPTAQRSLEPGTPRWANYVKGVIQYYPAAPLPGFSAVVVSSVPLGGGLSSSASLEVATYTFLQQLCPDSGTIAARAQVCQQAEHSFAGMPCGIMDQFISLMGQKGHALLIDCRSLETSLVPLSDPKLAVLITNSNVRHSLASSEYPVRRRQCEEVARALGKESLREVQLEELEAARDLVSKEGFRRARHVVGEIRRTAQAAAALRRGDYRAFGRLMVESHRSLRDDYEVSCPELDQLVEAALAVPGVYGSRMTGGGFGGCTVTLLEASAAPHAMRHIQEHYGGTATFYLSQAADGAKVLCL
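Luminescent ATP-depletion readout (Kinase-Glo Plus) after 1 h room-temperature incubation of human GALK (5 nM) with galactose 100 µM and ATP 35 µM, pH 8.0 HEPES/Mg2+ buffer; compounds tested in qHTS format.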
p53null 32C kill: selectivity test: cytotoxicity in p53 null cells, permissive temperature | Potency, µM (series often up to 46.1 µM), without a hit: at the highest dose activity change, negative = cytotoxicity, usual class: cytotoxic | 55,000 compounds, 0.62% hits | H1299-neo p53 null cells, ATP luminescence, 24 h, 32C;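 note: potency is the fitted concentration of half-maximal effect; 0% = DMSO only and -100% = full killing by 100 µM tamoxifen; nearly all actives have a fitted effect of over 55% in size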
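We seeded p53-null H1299-neo cells, incubated them overnight at 37C, and added compounds across a range up to 46 uM. After 24 hours at 32C, ATP reagent was applied for 20 min at room temperature and luminescence recorded.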
* hit, by the source's call; u = inconclusive; x = not tested or not shown; [ ] = dose if it differs, or a comment. Calls come from the whole dose curve; as a rule, active = well fitted curve in the direction sought with a large enough effect; inconclusive = small, poorly fitted or top-dose-only effect, or another doubt; inactive = no such curve, though single readings can be large; an effect the other way counts as inactive or inconclusive. These rows are one share of the data; the hit share may differ from the screen's.

SMILES | FH mod | p53null 39C kill | NTMT1 inh | PTAP-TSG101 blk | B2AR arrestin ag | GALK inh | p53null 32C kill
COC(=O)c1ccc(NC(=O)c2cc(S(=O)(=O)N3CCC(C)CC3)cn2C)cc1 | -25% | -13% | 1% | 0% | 1% | 3% | -6%
CCn1ccc2c(OCC(=O)NCc3ccccc3)cccc2c1=O | -4% | -4% | 16% | -2% | -4% | -3% | -7%
CCOC(=O)c1cc(S(=O)(=O)N2CCN(c3cccc(OC)c3)CC2)[nH]n1 | -6% | u | -9% | -8% | 1% | -1% | -10%
Cc1cccc(C(=O)Nc2ccc(N3CC=C(c4ccccc4C)CC3)c(C(=O)O)c2)c1 | -5% | 10% | 40µM* | -2% | -2% | 0% | -9%
COCCn1c(C)cc(O)c(C(c2ccccc2)N2CCN(CCO)CC2)c1=O (configuration not stated) | 4% | -7% | u | -1% | 0% | 3% | 5%
Cc1ccc(S(=O)(=O)N2CCc3cc(C(=O)Nc4c(F)cccc4F)ccc32)cc1 | -21% | 4% | 2% | -6% | -2% | 7% | -2%
COc1ccc(N2CCN(C(=O)CSCc3ccc(C)cc3)CC2)cc1 | -18% | -3% | -16% | 0% | 0% | u | -15%
COc1ccc(-c2cc(C(F)(F)F)nc(SCC(=O)NC(C)c3ccccc3)n2)cc1 (configuration not stated) | 0% | 3% | 5% | -3% | 0% | 23% | -8%
CCCCCCc1c(C)c2c(cc(C)c3c(C)coc32)oc1=O | -24% | 25% | -5% | 2% | 0% | 3% | 1%
Cc1c(-c2ccccc2)n(-c2ccc(Cl)cc2)c2nc3c(c(=O)n(C)c(=O)n3C)n12 | -17% | -6% | 6% | -10% | 10% | 1% | -5%
Cc1cc(C)cc(C(=O)NCC(c2ccc(N(C)C)cc2)N2CCCC2)c1 (configuration not stated) | -1% | -9% | -6% | -5% | 1% | -3% | -9%
CC(=O)NCCNC(=O)c1ccc2c(=O)n(CCc3ccccc3)c(=O)[nH]c2c1 | -2% | -16% | -3% | -6% | 1% | -4% | -4%
CCOc1cc(-c2nc(-c3ccc(-c4ccc(OC)cc4)nc3OC)no2)cc(OCC)c1OCC | -3% | u | 2% | -2% | 0% | 4% | 0%
CCOc1ccc(C2CC(=O)c3c([nH]c(C(=O)OCc4ccccc4)c3C)C2)cc1 (configuration not stated) | 7% | -23% | u | 0% | -2% | -8% | 2%
Cc1ccc(Cl)cc1N1CCN(S(=O)(=O)c2ccc3c(c2)CCN3C(=O)C2CCC2)CC1 | -37% | 25% | 2% | 0% | 0% | 9% | 3%

Filtered by structure: those above containing a Cl atom.
SMILES | FH mod | p53null 39C kill | NTMT1 inh | PTAP-TSG101 blk | B2AR arrestin ag | GALK inh | p53null 32C kill
Cc1c(-c2ccccc2)n(-c2ccc(Cl)cc2)c2nc3c(c(=O)n(C)c(=O)n3C)n12 | -17% | -6% | 6% | -10% | 10% | 1% | -5%
Cc1ccc(Cl)cc1N1CCN(S(=O)(=O)c2ccc3c(c2)CCN3C(=O)C2CCC2)CC1 | -37% | 25% | 2% | 0% | 0% | 9% | 3%

Next results.
SMILES | FH mod | p53null 39C kill | NTMT1 inh | PTAP-TSG101 blk | B2AR arrestin ag | GALK inh | p53null 32C kill
Cc1cccc2sc(N3CCN(C(=O)c4ccco4)CC3)nc12 | -6% | 19% | 3% | 1% | -3% | 4% | -3%
Cc1ccccc1-c1nnc(SCC(=O)N(C)c2ccccc2)o1 | -6% | -18% | -8% | -6% | -3% | 0% | -11%
COc1ccc(Nc2cc(C(=O)NCCCN(C)Cc3ccccc3)c3ccccc3n2)cc1OC | u | 10% | -11% | -5% | -1% | 3% | -22%
CCOc1cc(C(=O)NCCc2csc3nc(-c4ccccc4F)nn23)cc(OCC)c1OCC | 11% | -1% | -6% | -8% | 0% | -3% | -3%
Cc1ccc2nc(-c3ccco3)c(Nc3ccc4c(c3)OCCO4)n2c1 | -3% | -22% | -1% | -1% | 1% | 6% | -8%
Fc1cccc(-n2ncc3c2ncn2nc(COc4ccc(Cl)cc4)nc32)c1 | -13% | -4% | 1% | -2% | 0% | 3% | -2%
CCC(CC)C(=O)Nc1ccc2nc(SCC(=O)N3c4ccccc4CC3C)sc2c1 (configuration not stated) | -9% | -8% | 0% | 0% | -4% | 0% | -9%
CC1=C(C(=O)NCc2ccc(Cl)cc2)C2(CCCCCC2)OC1=O | -23% | -14% | 2% | -3% | 3% | 0% | -6%
Cc1oc2c(c1C(=O)NCc1ccccc1F)C1=NCCN1C=N2 | 5% | 13% | 0% | 7% | 5% | 1% | 8%
COc1ccc(NC(=O)CN2CCN(S(=O)(=O)c3ccc(Br)cc3)CC2)cc1 | -9% | 14% | -2% | 0% | 0% | -8% | -15%
COc1ccc2cc3cc(C(=O)N4CCN(c5cccc(Cl)c5)CC4)sc3nc2c1 | -4% | -15% | 1% | 0% | 0% | 0% | 1%
O=C(NCCC1=CCCCC1)c1ccc2c(c1)N(Cc1ccccc1)C(=O)c1ccccc1S2=O (configuration not stated) | -8% | 9% | -29% | -6% | 1% | -2% | 3%
COC(=O)NCc1c(C)nn(-c2ccccc2)c1-n1cccc1 | -2% | u | 19% | -2% | -4% | -2% | 0%
CCCCN(C(=O)C1CCC(CNS(=O)(=O)c2cccc3nsnc23)CC1)c1ccccc1 (configuration not stated) | -3% | 8% | -17% | 2% | -1% | 2% | 66%[activator]
O=C(NCCc1ccccc1)c1cc(-c2ccc(Cl)cc2)on1 | -15% | 9% | 0% | 0% | 0% | 7% | 2%

Of the compounds above, two contain two or more sulfur atoms:
SMILES | FH mod | p53null 39C kill | NTMT1 inh | PTAP-TSG101 blk | B2AR arrestin ag | GALK inh | p53null 32C kill
CCC(CC)C(=O)Nc1ccc2nc(SCC(=O)N3c4ccccc4CC3C)sc2c1 (configuration not stated) | -9% | -8% | 0% | 0% | -4% | 0% | -9%
CCCCN(C(=O)C1CCC(CNS(=O)(=O)c2cccc3nsnc23)CC1)c1ccccc1 (configuration not stated) | -3% | 8% | -17% | 2% | -1% | 2% | 66%[activator]

An excerpt from above, showing only FH mod and PTAP-TSG101 blk.
SMILES	FH mod	PTAP-TSG101 blk
CC(=O)NCCNC(=O)c1ccc2c(=O)n(CCc3ccccc3)c(=O)[nH]c2c1	-2%	-6%
CCOc1cc(-c2nc(-c3ccc(-c4ccc(OC)cc4)nc3OC)no2)cc(OCC)c1OCC	-3%	-2%
CCOc1ccc(C2CC(=O)c3c([nH]c(C(=O)OCc4ccccc4)c3C)C2)cc1 (configuration not stated)	7%	0%
Cc1ccc(Cl)cc1N1CCN(S(=O)(=O)c2ccc3c(c2)CCN3C(=O)C2CCC2)CC1	-37%	0%
Cc1cccc2sc(N3CCN(C(=O)c4ccco4)CC3)nc12	-6%	1%

New compounds follow:
SMILES | FH mod | p53null 39C kill | NTMT1 inh | PTAP-TSG101 blk | B2AR arrestin ag | GALK inh | p53null 32C kill
COc1ccccc1CNC(=O)CCn1c(=O)c2cccn2c2cccnc21 | 7% | -6% | -4% | -1% | -1% | 0% | 0%
Cc1ccc(CN2C(=O)CN(C3CCC(C)CC3)C(=O)C2c2ccc(F)cc2)cc1 (configuration not stated) | x | 7% | x | -5% | -2% | 0% | 2%
Cc1ccc(C)c(N2CCN(C(=O)c3cccn4c(=O)c5ccccc5nc34)CC2)c1 | -14% | -3% | 3% | -4% | -3% | -1% | 23%
O=C(NCc1ccc(F)cc1)c1cnc(N2CCOCC2)c2ccccc12 | -2% | 38%[activator] | -6% | -12% | 0% | 1% | -12%
COc1ccc(NC(=O)Cn2nnc3sc4c(c3c2=O)CCCC4)cc1 | -1% | -11% | -4% | 0% | 1% | 6% | -7%
COc1ccc(N2CCN(C(=O)Nc3ccccc3Cl)CC2)cc1 | 5% | u | u | 0% | 1% | 1% | -2%
CC(=O)c1ccc(N2CCN(c3ncnc4onc(-c5ccc(Cl)cc5)c34)CC2)cc1 | -12% | -1% | -1% | 0% | 0% | 7% | -1%
CCc1ccc(NC(=O)CN2C(=O)C3(SCC(=O)N3c3ccccc3)c3ccccc32)cc1 (configuration not stated) | u | 2% | 11% | -9% | 6% | -1% | 14%
COc1cc2c(cc1OC)C(COc1ccc3c(C)cc(=O)oc3c1)N(C(=O)c1ccc(C)c(C)c1)CC2 (configuration not stated) | -4% | -1% | 10% | -1% | -2% | 5% | 1%
COc1ccc(NC(=O)CSc2nnc(-c3nnn(-c4ccc(F)cc4)c3C)o2)cc1 | 4% | -14% | 3% | -3% | -1% | 0% | 4%
COc1ccc(CCNC(=O)c2cc(-c3ccc(C)cc3)nc3n[nH]c(-c4ccccc4)c23)cc1OC | -4% | 21% | 3% | -2% | -1% | -2% | -8%
Cc1ccc(-c2cc(C(=O)O)n(Cc3ccccc3)n2)cc1 | -6% | -10% | 9% | 0% | 1% | -3% | 3%
Cc1c(NS(=O)(=O)c2ccc(Cl)cc2)c(=O)n(-c2ccccc2)n1C | 0% | 29% | 9% | -3% | 0% | -16% | -4%
COc1ccc(S(=O)(=O)NCC(c2ccco2)N2CCN(c3ccc(F)cc3)CC2)cc1 (configuration not stated) | u | 4% | -2% | -2% | -3% | 1% | 2%
Cc1ccccc1Nc1cc(C(=O)NCc2cccs2)c2ccccc2n1 | -26% | 2% | -2% | 0% | -2% | -1% | 7%

3 entries from above, with two lines to a compound:
Below each SMILES – FH mod	p53null 39C kill	NTMT1 inh	PTAP-TSG101 blk	B2AR arrestin ag	GALK inh	p53null 32C kill
> Cc1ccc(CN2C(=O)CN(C3CCC(C)CC3)C(=O)C2c2ccc(F)cc2)cc1 (configuration not stated)
→ x	7%	x	-5%	-2%	0%	2%
> Cc1ccc(C)c(N2CCN(C(=O)c3cccn4c(=O)c5ccccc5nc34)CC2)c1
→ -14%	-3%	3%	-4%	-3%	-1%	23%
> O=C(NCc1ccc(F)cc1)c1cnc(N2CCOCC2)c2ccccc12
→ -2%	38%[activator]	-6%	-12%	0%	1%	-12%
